KCNQ1 act: potentiators or activators of human KCNQ1 potassium channel; P51787; CHO-K1 KCNQ1, thallium flux FluxOR fluorescence; hits give high values; B-score at 10 µM; 0.35% of 310,000 active; AID 2648;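 active = fluorescence ratio B-score, a plate-corrected score, at least three library SD, with initial intensity B-score within 5 SD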
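Material: CHO-K1 cells stably expressing KCNQ1. Medium: assay buffer for compound exposure, DMSO matched across wells. Reagent: K+/Tl+ depolarizing stimulus. Compound dosing: single-concentration screen. Times: 37 °C overnight plating, 90-min dark dye load, 20-min compound pretreatment. Technique: FluxOR Tl+ flux fluorescence.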
KCNQ1 inh: human KCNQ1 channel inhibition. B-score at 10 µM. 1.3% of 310,000 active. CHO-K1 KCNQ1, FluxOR thallium flux fluorescence; hits give high values. AID 2642. P51787;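 active = compounds whose thallium flux B-score, printed positive for inhibition, exceeds three library SD while starting fluorescence stays within three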;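 note: channel opened by potassium depolarization with thallium stimulus after 20 min compound exposure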
RGS4 inh: inhibitors of human RGS4; P49798; HEK293 M3R/RGS4 inducible, Fluo-4 calcium flux; hits give high values; triggered by carbachol at its EC20; B-score at 10 µM; 0.45% of 310,000 active;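 active = B-score, a plate-corrected calcium signal, over three deviations above library mean, with baseline fluorescence within five deviations of library mean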;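 note: RGS4 expression induced by doxycycline in cells with stable M3 receptor; B-score is computed from the integrated fluorescence ratio over baseline after carbachol; higher B-score means a larger calcium signal and so more RGS4 inhibition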
ANO1 activ: activators or potentiators of mouse TMEM16A chloride channel | B-score at 10 µM | Q8BHY3 | AID 623877 | HEK293 TMEM16A/YFP-H148Q/I152L, iodide quench fluorescence; hits give low values | 0.3% of 340,000 active;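 active = fluorescence-ratio B-score plate-corrected deviation score at least 3 library SD below zero, with starting fluorescence score within 5 deviations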;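 note: channel opened by trigger with iodide after compound preincubation; score built on the fluorescence ratio of max minus min over baseline; more negative score means more quench and so TMEM16A activation or potentiation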
Target sequence (Q8BHY3 whole entry, looked up): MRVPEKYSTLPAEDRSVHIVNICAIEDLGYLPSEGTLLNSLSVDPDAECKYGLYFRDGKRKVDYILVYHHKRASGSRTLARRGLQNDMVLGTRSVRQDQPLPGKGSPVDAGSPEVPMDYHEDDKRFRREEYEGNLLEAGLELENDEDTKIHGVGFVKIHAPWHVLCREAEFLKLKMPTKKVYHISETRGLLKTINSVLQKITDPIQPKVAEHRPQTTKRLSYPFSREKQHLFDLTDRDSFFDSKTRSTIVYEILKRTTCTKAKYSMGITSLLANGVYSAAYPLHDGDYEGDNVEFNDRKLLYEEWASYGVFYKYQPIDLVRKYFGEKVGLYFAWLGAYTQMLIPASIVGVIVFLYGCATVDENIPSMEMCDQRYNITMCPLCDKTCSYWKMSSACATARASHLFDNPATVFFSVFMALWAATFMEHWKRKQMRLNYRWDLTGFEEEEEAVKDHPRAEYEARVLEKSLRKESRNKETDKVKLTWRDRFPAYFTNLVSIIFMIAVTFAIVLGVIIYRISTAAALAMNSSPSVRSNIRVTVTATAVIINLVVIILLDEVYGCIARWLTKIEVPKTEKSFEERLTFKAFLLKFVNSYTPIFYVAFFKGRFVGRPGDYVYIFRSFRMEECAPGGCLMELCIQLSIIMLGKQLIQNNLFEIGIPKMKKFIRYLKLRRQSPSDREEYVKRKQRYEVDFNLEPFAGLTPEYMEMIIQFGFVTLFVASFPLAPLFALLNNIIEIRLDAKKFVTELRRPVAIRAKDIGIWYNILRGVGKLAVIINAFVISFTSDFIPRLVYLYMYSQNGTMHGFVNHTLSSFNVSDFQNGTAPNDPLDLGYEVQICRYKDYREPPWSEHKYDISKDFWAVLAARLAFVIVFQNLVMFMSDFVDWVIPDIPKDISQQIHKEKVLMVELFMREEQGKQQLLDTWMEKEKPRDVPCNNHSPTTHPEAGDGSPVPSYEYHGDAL
RGS4 pot: RGS4 potentiation or activation. HEK293 M3R/inducible RGS4, carbachol calcium flux Fluo4; hits give low values. B-score at 10 µM. 0.92% of 310,000 active. AID 463111;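 active = B-score of the integrated calcium signal more than 4 SD below the library mean, with starting fluorescence not abnormally high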;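 note: negative B-score means reduced calcium response which marks RGS4 activation or potentiation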
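System: HEK293 FlpIn-TREx cells, stable M3R, doxycycline-inducible RGS4. Timing: overnight RGS4 induction, 30 min dye load 37 °C, 20 min compound RT. Also added: carbachol, ECmax concentration. Measured by: Fluo4 fluorescence kinetic imaging of calcium. Evaluation: integrated calcium ratio converted to B score.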
KCNK9 inh: inhibitors of human KCNK9 two-pore domain potassium channel. Q9NPC2. HEK293 KCNK9, FluxOR thallium flux fluorescence; hits give low values. B-score at 10 µM. 1.2% of 310,000 active;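 active = ratio B-score over 3 SD below the library mean, with starting fluorescence within 5 SD of its mean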;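 note: negative B-score means less thallium flux so channel inhibition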
hERG rescue: hERG (human) protection from proarrhythmic block; Q12809; CHO-hERG, FluxOR thallium flux, dofetilide IC70 present; activation (rescue from dofetilide block), less the hit threshold, % at 10 µM; 0.51% of 310,000 active; AID 1511;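 active = activation above the mean of controls blocked by dofetilide plus 5 SD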;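 note: thallium influx through hERG after potassium depolarization seen as dye fluorescence rise; in these data hits start at about 4.7%; inactives centre near -7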
TMEM16A inh: inhibitors of mouse TMEM16A calcium-activated chloride channel | 1.2% of 310,000 active | HEK293 TMEM16A/YFP iodide influx fluorescence, ionomycin | Q8BHY3 | normalized B-score (activity score, 25-100; higher = stronger inhibition) at 10 µM;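 active = ratio plate-corrected score three or more library SD toward inhibition, starting fluorescence score within five deviations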;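 note: score derived from kinetic fluorescence span divided by baseline fluorescence per well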
MrgX1 ag: agonists of human MrgX1 receptor; Q96LB2; MrgX1-HEK293 cells, Fluo-4 calcium fluorescence, agonist mode; hits give high values; B-score at 10 µM; 0.44% of 310,000 active;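 active = calcium response B-score plate-corrected fluorescence ratio at least 3 library SD, with starting fluorescence B-score inside 5 SD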
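times = overnight plating, then 30 min 37 °C plus 30 min room-temperature dye loading | assay system = stable human MrgX1 HEK293 cell line | input = fifteen thousand cells per well | signal = kinetic calcium dye fluorescence, Fluo-4 NW | dosing = compound delivered in addition one of three | read-out = B-scored fluorescence response ratio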
MrgX1 allo act: human MrgX1 positive allosteric modulation, primary screen | AID 588675 | 0.63% of 310,000 active | MrgX1-HEK293, Fluo-4 calcium flux, FDSS; hits give high values | Q96LB2 | B-score at 10 µM;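 active = plate-corrected calcium response at least 3 library SD above typical, normal starting fluorescence, not activating the receptor alone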;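 note: compound read alongside a low EC10 to EC30 dose of BAM8-22 agonist; peak minus trough fluorescence over baseline measured at the second addition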
KCNK3 inh: human KCNK3 channel inhibition, primary screen. O14649. CHO-KCNK3 thallium flux, FluxOR fluorescence; hits give low values. B-score at 10 µM. 0.84% of 340,000 active. AID 602410;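 active = B-score under library mean minus 4 SD, starting fluorescence ratio at most library mean plus 5 SD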;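 note: more negative B-score means stronger inhibition of thallium flux through KCNK3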
Active calls of the source: *; i = inactive; x = not tested or not shown.

SMILES | KCNQ1 act | KCNQ1 inh | RGS4 inh | ANO1 activ | RGS4 pot | KCNK9 inh | hERG rescue | TMEM16A inh | MrgX1 ag | MrgX1 allo act | KCNK3 inh
Cc1ccc(S(=O)(=O)N/N=C2/CC(c3ccccc3)Oc3ccccc32)cc1 (centres undefined) | i | i | i | i | i | i | -3 | i | i | i | i
CC(C)(C)N1CSC(=S)N(Cc2ccccc2)C1 | i | i | i | i | i | i | -13 | i | i | i | i
Cc1cc(Cl)ccc1NC(=S)N1CCC(C(N)=O)(N2CCCCC2)CC1 | i | i | i | i | i | i | -12 | i | i | i | i
COc1ccc(OC)c(N(CC(=O)NCCSc2ccccc2)S(C)(=O)=O)c1 | i | i | i | i | i | i | -16 | i | i | i | i
Cc1cc(=O)c2n(Cc3ccc(Cl)cc3)nc[n+]2[nH]1 | i | i | i | i | i | i | -12 | i | i | i | i
COC(=O)c1ccccc1NC(=S)NC(=O)COc1ccccc1 | i | i | i | i | i | i | -14 | i | i | i | i
O=C(Nc1cccc(S(=O)(=O)Nc2ccc(Cl)cc2)c1)c1ccc2c(c1)OCCO2 | i | i | i | i | i | i | -18 | 25* | i | i | -9.1*
Nc1nnc(CC(=O)N/N=C\c2cc([N+](=O)[O-])ccc2O)s1 | i | i | i | i | i | i | -8 | i | i | i | i
O=C(NCc1nnc(SCC(=O)N2CCCC2)o1)c1cccc(C(F)(F)F)c1 | i | i | i | i | i | i | -5 | i | i | i | i
O=C(CSc1nc2ncccc2[nH]1)c1ccc2c(c1)OCO2 | i | i | i | i | i | i | -9 | i | i | i | i
Clc1ccc(C2=CSC3=Nc4cccc5cccc(c45)N23)cc1 | i | i | i | i | i | i | -8 | i | i | i | i
CN(C)c1ccc(CNC23CN4CN(CN(C4)C2)C3)cc1 | i | i | i | i | i | i | -4 | i | i | i | i
O=C(NCCc1ccc(C(F)(F)F)cc1)C1COc2ccccc2O1 (centres undefined) | i | i | i | i | i | i | -4 | i | i | i | i
N=C(N)SCc1nc2ccccc2c(=O)n1-c1ccccc1Cl | i | i | i | i | i | i | -5 | i | 27* | i | i
O=C(NCCCO)C(=O)NCc1ccccn1 | i | i | i | i | i | i | -7 | i | i | i | i
Cc1cc2nc3n(c2cc1C)CC1CC(C(=O)NCc2cccc(C(F)(F)F)c2)N(C)C31 (centres undefined) | i | i | i | i | i | i | -7 | i | i | i | i
COc1ccc(-c2nnnn2C(C)C)cc1S(=O)(=O)Nc1ccccc1 | i | i | i | i | i | i | -9 | i | i | i | i
O=C(CCC(=O)N1CCOCC1)Nc1ccc(Cl)c(Cl)c1 | i | i | i | i | i | i | -10 | i | i | i | i
CC(NC(=O)/C=C/c1ccccc1)c1ccccc1 (centres undefined) | i | i | i | i | i | i | 4 | i | i | i | i
O=C(Nc1nnc(COc2ccc(Br)cc2)s1)c1ccco1 | i | i | i | i | i | i | -6 | i | i | i | i
CSc1nccc(N2CCN(c3ccc(F)cc3)CC2)n1 | i | i | i | i | i | i | -5 | i | i | i | i
Cc1ccc(N(CC(=O)NC(C)C)C(=O)CCC(=O)Nc2nccs2)c(C)c1 | i | i | i | i | i | i | -6 | i | i | i | i
CC(C)c1ccc(O)c(NC(=S)NC(=O)c2ccc3c(c2)OCO3)c1 | i | i | i | i | i | i | -9 | i | i | i | i
CC(C)(C)c1cc(OS(C)(=O)=O)ccc1O | i | i | i | i | i | i | -4 | i | i | i | i
O=C(CCCn1c(SCC(=O)NC2CCCCC2)nc2ccccc2c1=O)NCC1CCCO1 (centres undefined) | i | i | i | i | i | i | -13 | i | i | i | i
O=C(NCC(=O)N1CCN(S(=O)(=O)c2ccccc2C(F)(F)F)CC1)c1sc2ccccc2c1Cl | i | i | i | i | i | i | -2 | i | i | i | i
CCOc1ccc(CC2S/C(=N/c3ccccn3)NC2=O)cc1 (centres undefined) | i | i | i | i | i | i | -5 | i | i | i | i
CCOC(=O)N1CCN(c2ccc3nnnn3n2)CC1 | i | i | i | i | i | i | -6 | i | i | i | i
O=C(CCCC1=NS(=O)(=O)c2ccccc2N1)Nc1ccccc1 | i | i | i | i | i | i | -3 | i | i | i | i
C=CCOC(=O)C(=O)/C=C/c1csc2ccccc12 | i | i | i | i | i | i | -10 | i | i | i | i
COc1ccc(-c2nnn(CC(=O)N(C3CCCC3)C(C)C(=O)NC3CCCC3)n2)cc1OC (centres undefined) | i | i | i | i | i | i | -25 | i | i | i | i
O=C(NCc1cccnc1)c1cc(Sc2ccccc2Cl)nc2ccccc12 | i | i | i | i | i | i | -7 | i | i | i | i
O=C(O)COc1ccccc1/C=N/NC(=O)CSc1nnc(SCc2ccc(Cl)cc2)s1 | i | i | i | i | i | i | -12 | i | i | i | i
CC(=O)c1ccc(-n2c(-c3cc(-c4ccco4)[nH]n3)n[nH]c2=S)cc1 | i | i | i | -12* | i | i | -11 | i | i | i | i
Cc1cc(C(=O)CSC(C)c2nc3ccccc3c(=O)[nH]2)c(C)n1C (centres undefined) | i | i | i | i | i | i | -1 | i | i | i | i
Cc1ccc(NC(=O)Nc2ccccc2)c(Br)c1 | i | i | i | i | i | i | -3 | i | i | i | i
COc1ccc2nc(NC(=O)c3ccccc3-c3ccccc3C(=O)O)sc2c1 | i | i | i | i | i | i | -8 | i | i | i | i
CC1CCCCN1C(=O)CCC(=O)Nc1nnc(C(F)(F)F)s1 (centres undefined) | i | i | i | i | i | i | -7 | i | i | i | i
CCSC1=C(C#N)C(c2cccs2)C(C(=O)OC)=C(C)N1 (centres undefined) | i | i | i | i | i | i | -3 | i | i | i | i
CCC(Sc1nc2n[nH]c(C)c2c(=N)n1-c1cccc(Cl)c1)C(=O)NCCOC (centres undefined) | i | i | i | i | i | i | -13 | i | i | i | i
Cn1nc(C2CC2)cc1NC(=O)CC(CC(=O)O)c1ccccc1 (centres undefined) | i | i | i | i | i | i | -5 | i | i | i | i
Cn1[nH]c(C(F)(F)F)c(C=NCc2ccc(Cl)cc2)c1=O | i | i | i | i | i | i | -4 | i | i | i | i
COC(=O)C(Sc1nc(C)cc(C)c1C#N)c1ccccc1 (centres undefined) | i | i | i | i | i | i | -13 | i | i | i | i
CC(C)Oc1ccc(S(=O)(=O)N2CCCCC2)cc1NC(=O)C1=COCCO1 | i | i | i | i | i | i | -18 | i | i | i | i
S=C(Nc1cccnc1)NC1CCCCCCC1 | i | i | i | i | i | i | -1 | i | i | i | i
COc1ccc(OC)c(S(=O)(=O)N2CCN(CC(O)COc3ccc(C#N)cc3)CC2)c1 (centres undefined) | i | i | i | i | i | i | -12 | i | i | i | i
CN(CC(=O)OCC(=O)NCc1ccccc1)S(=O)(=O)c1ccc(Cl)cc1 | i | i | i | i | i | i | -4 | i | i | i | i
Cc1cc(C)nc(NC(=S)Nc2ccccc2)n1 | i | i | i | i | i | i | -7 | i | i | i | i
O=C(Nc1ccc(S(=O)(=O)N2CCCC2)cc1)c1ccc(CN2CCOCC2)cc1 | i | i | i | i | i | i | -9 | 100* | i | i | i
COC(=O)COc1ccc(S(=O)(=O)NCCC2=CCCCC2)cc1 | i | i | i | i | i | i | -12 | i | i | i | i
Cc1c(Cc2ccccc2)sc(NC(=O)/C=C/c2cccc3ccccc23)c1C(N)=O | i | i | i | i | i | i | -10 | i | i | i | i
Cn1c(=O)c2c(SCCN3CCOCC3)nc(C3CCCC3)nc2n(C)c1=O | i | i | i | i | i | i | -10 | i | i | i | i
Cc1ccc(C(=O)C[n+]2cc(Br)cc(Br)c2)cc1 | i | i | i | i | i | i | -4 | i | i | 15* | i
Cc1ccc(NC(=O)Nc2ccc3c(c2)nc(C)n3C)cc1C | i | i | i | x | i | i | -10 | i | i | i | x
CC(C)CNC(=O)c1cccc(NC(=O)c2ccco2)c1 | i | i | i | i | i | i | -9 | i | i | i | i
COc1cccc(C(=O)Nc2ccc3c(c2)C(=O)NC3=O)c1 | i | i | i | i | i | i | -9 | i | i | i | i
O=C(NC1CCCC1)c1cccc(NC(=O)c2ccco2)c1 | i | i | i | i | i | i | -13 | i | i | i | i
O=C1CNC(=S)N1Cc1cccc(Cl)c1 | i | i | i | i | i | i | -2 | i | i | i | i
N#CCC(=O)N/N=C/c1ccc(OCC(=O)Nc2ccc(F)cc2)cc1 | i | i | i | i | i | i | -7 | i | i | i | i
COc1ccc(C(N)=O)cc1NC(=O)c1cccc(F)c1 | i | i | i | i | i | i | -9 | i | i | i | i

Given as tab-separated lines: 3 of the compounds above
mol	KCNQ1 act	KCNQ1 inh	RGS4 inh	ANO1 activ	RGS4 pot	KCNK9 inh	hERG rescue	TMEM16A inh	MrgX1 ag	MrgX1 allo act	KCNK3 inh
O=C1CNC(=S)N1Cc1cccc(Cl)c1	i	i	i	i	i	i	-2	i	i	i	i
N#CCC(=O)N/N=C/c1ccc(OCC(=O)Nc2ccc(F)cc2)cc1	i	i	i	i	i	i	-7	i	i	i	i
COc1ccc(C(N)=O)cc1NC(=O)c1cccc(F)c1	i	i	i	i	i	i	-9	i	i	i	i

Next compounds follow.
SMILES | KCNQ1 act | KCNQ1 inh | RGS4 inh | ANO1 activ | RGS4 pot | KCNK9 inh | hERG rescue | TMEM16A inh | MrgX1 ag | MrgX1 allo act | KCNK3 inh
CCc1nnc(NC(=O)c2ccc(COc3cccc(C)c3)o2)s1 | i | i | i | i | i | i | 0 | i | i | i | i
COC(=O)c1nccnc1C(=O)Nc1ccccc1N1CCOCC1 | i | i | i | i | i | i | -1 | i | i | i | i
O=C(Nc1ccc(-c2n[nH]c(=S)o2)cc1)c1ccccc1Br | i | i | i | i | i | i | -9 | i | i | i | i
O=C(Nc1cccc(-n2cnnn2)c1)c1cc(Cl)ccc1Cl | i | i | i | i | i | i | -7 | i | i | i | i
COc1ccc(-c2csc3ncnc(N4CCN(c5ccc(OC)cc5)CC4)c23)cc1 | i | i | i | i | i | i | -15 | i | i | i | -11*
O=C(Cc1cccs1)N/N=C/c1ccccn1 | i | i | i | i | i | i | -4 | i | i | i | i

Assay outcomes deposited in PubChem by Johns Hopkins Ion Channel Center.
